LEDGF integ inh = blocks HIV-1 LEDGF/p75-dependent DNA integration; TR-FRET IN-LEDGF/p75 DNA integration, Eu/Cy5; inhibition, % at 3.7 µM; hit rate 0.64% among 370,000; AID 743269;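 active = inhibition above the screen-wide mean plus 3 SD, cut at about 13% in these data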;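 note: signal is the Cy5 over europium emission ratio at 671 and 618 nm; 0% = plate median of compound wells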
NR1D1 modulator = modulates human Rev-erb alpha binding to DNA; P20393; Rev-erbα–FITC-DNA binding, fluorescence polarization, 90 min; activity, % at 10 µM; hit rate 0.79% among 370,000;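 active = activity above about 14%, limit read from the data; passing the limit was not always enough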;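 note: 0% = DMSO wells with 35 nM protein and 100% = DMSO wells with 750 nM protein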
TDP2 inh = TDP2 (human) inhibition, absorbance primary screen. recombinant TDP2, T5PNP hydrolysis, p-nitrophenol absorbance 415 nm. inhibition, % at 12.8 µM. hit rate 0.34% among 370,000;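 active = inhibition above the mean of all tested compounds plus 3 SD, set per campaign, cut at about 25% in these data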;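 note: 0% = DMSO with enzyme and 100% = buffer with substrate but no TDP2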
Target sequence (O95551 whole entry, looked up): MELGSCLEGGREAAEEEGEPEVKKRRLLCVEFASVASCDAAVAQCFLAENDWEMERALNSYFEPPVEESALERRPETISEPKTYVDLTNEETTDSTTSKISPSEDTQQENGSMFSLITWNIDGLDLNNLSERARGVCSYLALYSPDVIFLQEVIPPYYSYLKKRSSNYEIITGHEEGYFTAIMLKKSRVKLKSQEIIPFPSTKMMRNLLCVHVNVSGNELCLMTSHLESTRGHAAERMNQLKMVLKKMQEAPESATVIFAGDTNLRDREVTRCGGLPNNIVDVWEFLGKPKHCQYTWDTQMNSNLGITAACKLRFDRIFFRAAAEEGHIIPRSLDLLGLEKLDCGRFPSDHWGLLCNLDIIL
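Test system: human TDP2 enzyme; Input: 120 nM TDP2 per well; Buffer or medium: Mg2+-containing Tris-HCl buffer, pH 7.5; Reagent: 5 mM T5PNP; Dosing: 12.8 µM single point, 1% DMSO; Incubation: reaction 2 h, 37 °C; Detection: p-Nitrophenol epi absorbance; Read-out: % inhibition relative to enzyme-containing and enzyme-free wells; Replicates: single well per compound.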
mABHD4 FP = inhibitors of mouse ABHD4 | Q8VD66 | purified mABHD4, FP-Rh probe fluorescence polarization | inhibition, % at 8.92 µM | hit rate 0.54% among 370,000 | AID 720543;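 active = inhibition exceeding the mean over every tested compound plus 3 SD, cut at about 30% in these data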;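 note: 0% = plate median of compound wells and 100% = S159A mutant with DMSO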
Target sequence (Q8VD66 whole entry, looked up): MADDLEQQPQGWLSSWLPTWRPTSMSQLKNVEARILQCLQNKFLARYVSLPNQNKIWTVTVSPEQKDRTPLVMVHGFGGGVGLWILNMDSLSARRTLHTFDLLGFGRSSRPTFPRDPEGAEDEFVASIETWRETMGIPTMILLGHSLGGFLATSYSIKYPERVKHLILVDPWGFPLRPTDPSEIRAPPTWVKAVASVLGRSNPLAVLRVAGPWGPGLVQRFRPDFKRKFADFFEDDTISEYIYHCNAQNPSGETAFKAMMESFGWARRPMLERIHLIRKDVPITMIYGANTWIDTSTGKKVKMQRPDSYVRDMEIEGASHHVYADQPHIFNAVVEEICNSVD
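Material: mouse ABHD4 enzyme, wild type; Benchmarks: S159A mutant high control, sample median low control; Buffer or medium: HEPES pH 7.0, NaCl, Pluronic buffer; Signal: fluorescence polarization; Read-out: percent inhibition of probe binding, normalized to plate controls; Timing: pre-incubation 45 min, probe exposure 60 min, at 25 °C; Dosing: 8.92 µM, single dose.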
PG9 binder = binds the HIV-1 gp120 antibody PG9; hit rate 0.43% among 360,000; AID 624416; inhibition, % at 6.7 µM; TR-FRET gp120-PG9 antibody binding; in the data active = inhibition above about 8.5%
PRMT1 FP inh = inhibitors of human PRMT1 | Q99873 | recombinant PRMT1, activity-based probe fluorescence polarization | inhibition, % at 2.79 µM | hit rate 1.3% among 370,000 | AID 652257;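 active = inhibition above about 21% made by adding two undisclosed values, limit read from the data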
Target sequence (Q99873 whole entry, looked up): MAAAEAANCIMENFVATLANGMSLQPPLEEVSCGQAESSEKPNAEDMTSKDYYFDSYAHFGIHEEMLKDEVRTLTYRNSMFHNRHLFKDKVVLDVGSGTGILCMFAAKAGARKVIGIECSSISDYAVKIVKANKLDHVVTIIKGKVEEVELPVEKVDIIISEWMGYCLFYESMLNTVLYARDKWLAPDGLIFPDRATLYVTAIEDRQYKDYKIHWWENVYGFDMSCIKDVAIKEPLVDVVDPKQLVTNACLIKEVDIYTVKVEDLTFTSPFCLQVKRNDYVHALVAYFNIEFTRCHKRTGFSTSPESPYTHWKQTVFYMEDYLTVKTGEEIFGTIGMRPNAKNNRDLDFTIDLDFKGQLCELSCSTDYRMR
HTRA1 inh = blocks human HTRA1 serine peptidase. Q92743. inhibition, % at 5.96 µM. hit rate 0.5% among 340,000. recombinant HTRA1, FP-rhodamine activity-based probe, fluorescence polarization; in the data active = inhibition above about 36%;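 note: 0% = enzyme with DMSO and 100% = wells lacking enzyme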
rCAG RNA binder = binds r(CAG) RNA repeats | r(CAG) RNA repeat, TO-PRO-1 dye displacement fluorescence | inhibition, % at 3 µM | hit rate 1.3% among 370,000 | AID 651821;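 active = inhibition above the plate cutoff, the mean of all test compounds on that plate plus 3 SD, cut at about 35% in these data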;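 note: 0% = DMSO alone and 100% = 100 µM mitoxantrone as full dye displacement; higher means more dye released from RNA so lower well fluorescence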
SIAE primary = blocks human sialic acid acetylesterase. SIAE FP-Rh probe binding, fluorescence polarization. inhibition, % at 9.66 µM. hit rate 0.69% among 370,000;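 active = inhibition above a cutoff: mean of compounds within the control limits plus 3 SD of those, cut at about 17% in these data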;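 note: 0% = plate median of compound wells and 100% = probe without SIAE protein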
TCR-CD3 inh = blocks the human TCR-CD3 interaction. TAMRA-labeled TCR probe fluorescence, biochemical. inhibition, % at 9.4 µM. hit rate 0.37% among 360,000. AID 651800; in the data active = inhibition above about 19%;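 note: recombinant mutant TCR 2C K166C tagged with TAMRA read by polarization; 0% = receptor in buffer alone and 100% = receptor with positive control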
* = called active by the depositor; . = no result given.

cpd | compound | LEDGF integ inh | NR1D1 modulator | TDP2 inh | mABHD4 FP | PG9 binder | PRMT1 FP inh | HTRA1 inh | rCAG RNA binder | SIAE primary | TCR-CD3 inh
1 | Cc1c(Cl)cccc1NC(=O)CC1SC(=NCC2CCCO2)NC1=O (configuration not stated) | -4.8 | -0.1 | 0.4 | -1.2 | -0.2 | 13.7 | 3.3 | -0.8 | -11.6 | -3.2
2 | Cc1[nH]n(-c2ccc([N+](=O)[O-])cc2)c(=O)c1C=NCCc1c(C)[nH]c2ccccc12 | 2.8 | -1.5 | 0.8 | -0.6 | -1.5 | 0.1 | -6.9 | 1.8 | 9.2 | 4.5
3 | COc1ccc(S(=O)(=O)N(C)C[C@@H]2Oc3c(NC(=O)Nc4cccc5ccccc45)cccc3C(=O)N([C@@H](C)CO)C[C@H]2C)cc1 | -0.6 | 1.2 | -3.8 | -9.1 | . | -4.3 | . | . | 3.9 | .
4 | O=C(/C=C/c1cc([N+](=O)[O-])ccc1OC(F)F)Nc1cccc2ccccc12 | 3.8 | -2.4 | -1.6 | -1.1 | -2.5 | 0.9 | 4.5 | -0.1 | -3.7 | 10.0
5 | Cc1ccc(NC(=O)COC(=O)Cc2c[nH]c3ccccc23)cc1C | 4.0 | 5.6 | -22.8 | -7.8 | -1.9 | -0.9 | -9.3 | 0.7 | -15.6 | 3.1
6 | COc1ccc(NC(=O)c2cccs2)c([N+](=O)[O-])c1 | 1.8 | 0.5 | 4.0 | 2.6 | -1.5 | 0.3 | 5.9 | 0.4 | -6.2 | -1.7
7 | C#CCN(C[C@@H]1[C@@H](OC(=O)Nc2c(C)noc2C)[C@@H](OC(=O)Nc2c(C)noc2C)Cn2c(=O)n(CCCCCC)c(=O)n21)S(=O)(=O)c1ccc(C)cc1 | -4.8 | 4.7 | -4.6 | -19.5 | 0.2 | -1.3 | -20.1 | 7.2 | -12.1 | 7.4
8 | CSC1=NCCN1C(=O)c1c(-c2ccccc2Cl)noc1C | 0.7 | -7.8 | -1.6 | 0.5 | 0.4 | -1.3 | 6.5 | 1.6 | -4.1 | 8.7
9 | CCCCCCCOc1ccc(C(=O)Nc2cccnc2)cc1 | 0.7 | -4.0 | 8.1 | -3.8 | -2.0 | 4.0 | -3.5 | -4.2 | -2.2 | 5.5
10 | CCC(C)(C)NC(=O)Cc1ccc(C)cc1 | 2.2 | -0.5 | -2.2 | -1.9 | 0.3 | -2.0 | 14.6 | 0.2 | 2.5 | 7.0
11 | CCn1c(CC(=O)Nc2ccccc2)nnc1SCC(=O)N1CCOCC1 | -0.8 | 7.3 | -1.1 | 1.3 | -1.7 | 2.7 | 7.4 | -3.2 | -4.6 | -0.7
12 | CN1CCN(C(=O)C2=C[C@@H](C3CCCCC3)C[C@@H](OCCCCO)O2)CC1 | 1.2 | -0.5 | 4.6 | 2.5 | 2.2 | -0.7 | -5.1 | -5.2 | 1.9 | 2.2
13 | CC(C)Sc1nc2c(cnn2-c2ccccc2)c(=O)[nH]1 | -1.9 | -1.3 | -6.7 | -18.8 | 1.2 | -3.1 | 1.3 | 3.5 | 0.8 | 0.3
14 | CCC(C(=O)NC(C)(C)C)N(C(=O)c1ccc(Cl)nc1)C1CCCC1 (configuration not stated) | 2.1 | 0.2 | -10.9 | -6.5 | -0.8 | -6.0 | -0.4 | -4.9 | 0.6 | 1.7
15 | CCCc1cc(=O)n2[nH]c(C)c(-c3ccc(OC)cc3)c2n1 | -2.1 | 2.5 | 5.0 | 7.5 | 0.5 | 2.0 | 0.7 | -3.6 | 1.7 | 4.2
16 | CNC(=O)COc1cccc(C(=O)NCc2ccccc2)c1 | -3.2 | -4.1 | 4.2 | 0.7 | -1.9 | -0.3 | -1.9 | -2.6 | -5.0 | 2.9
17 | O=C(OCc1cn(Cc2ccc(F)cc2)nn1)N1CCCC1 | -1.7 | 1.9 | -6.4 | -7.4 | . | 5.5 | . | 0.6 | -2.3 | .
18 | O=C(COC(=O)c1ccccc1Cl)NC1CCCCCC1 | 0.5 | 2.2 | 5.0 | -1.6 | -0.5 | -3.9 | -4.1 | 1.0 | -0.1 | 0.3
19 | O=c1c2c3c(sc2n(CCN2CCOCC2)c(=O)n1C1CCCCC1)CCCCC3 | 4.1 | 6.2 | -6.7 | -5.5 | -0.2 | 0.1 | . | -2.4 | -1.5 | -5.1
20 | COc1ccc([C@H]2N[C@]3(CCCN(Cc4ccc(Br)cc4)C3=O)[C@H]3C(=O)N(C)C(=O)[C@@H]23)cc1 | -2.7 | 4.7 | -6.9 | 1.3 | -1.1 | 1.4 | 3.7 | 1.5 | -5.4 | 8.6
21 | CC(NC(=O)CC1SC(N)=NC1=O)c1ccccc1 (configuration not stated) | 2.2 | 5.1 | -3.1 | -9.7 | 0.0 | -0.2 | 4.2 | 3.7 | 10.1 | -0.3
22 | CC(C)CC(NC(N)=O)C(=O)Nc1ccc(Oc2ccccc2)cc1 (configuration not stated) | 1.0 | 7.0 | -0.4 | -3.4 | 0.7 | 1.1 | -6.0 | -3.8 | -6.3 | 3.4
23 | CC(=O)Nc1ccc(CN2CCN(c3cccc(C(F)(F)F)c3)CC2)cc1 | 0.8 | -4.5 | 5.3 | 11.2 | -0.2 | 1.3 | -5.0 | -5.2 | 0.9 | -1.4
24 | O=S(=O)(c1ccc(=S)[nH]c1)N1CCN(Cc2ccccc2)CC1 | -0.5 | -11.7 | -3.8 | 7.5 | -0.9 | 18.2 | -2.0 | 5.7 | 4.7 | -1.6
25 | N#Cc1cccc(C(c2nnnn2Cc2ccccc2)N2CCCC2)c1 (configuration not stated) | -3.0 | -3.7 | 0.9 | 0.7 | 1.4 | -1.6 | 7.0 | -6.9 | -6.4 | 5.7
26 | CC1=C(C(=O)OCC2CCCO2)C(c2coc3ccccc3c2=O)C2=C(CC(C)(C)CC2=O)N1 (configuration not stated) | -1.4 | 4.1 | 5.1 | -1.5 | -0.6 | -2.4 | 2.0 | -4.3 | 1.4 | 2.7
27 | CN1C2CCC1CC(NC(=O)c1cccc(C(F)(F)F)c1)C2 (configuration not stated) | 2.2 | -3.0 | 3.8 | 4.7 | -1.9 | -1.1 | -1.8 | -2.2 | -6.0 | -1.7
28 | CCCOc1ccc(C(=O)NNC(=S)NC(=O)CC)cc1 | -3.0 | 0.5 | 1.8 | 5.1 | -1.8 | 3.6 | 13.1 | 2.8 | 1.9 | 13.2
29 | O=S(Cc1ccc(Br)cc1)Cc1nnc(SCc2c(F)cccc2Cl)n1-c1ccccc1 (configuration not stated) | -1.4 | 1.4 | -2.6 | 8.9 | 2.0 | -0.4 | -25.5 | 1.4 | -5.1 | 4.5
30 | COCCn1c(=N)c(C(=O)NCc2ccco2)cc2c(=O)n3cc(C)ccc3nc21 | 1.5 | -7.2 | -10.7 | -3.8 | -0.2 | 17.4 | 9.8 | 6.6 | -3.1 | 0.9
31 | CCc1cccc(NC(=O)Nc2cccs2)c1 | 1.9 | -2.0 | -14.1 | -1.4 | -0.8 | 2.5 | 2.9 | 9.0 | 17.2* | 0.2
32 | COCCN(C(=O)CCc1nnc(Cc2c[nH]c3ccccc23)o1)C(C)C | -3.1 | 4.3 | -6.2 | -6.4 | -2.9 | 0.6 | 2.0 | -1.7 | -0.2 | -11.0
33 | O=[N+]([O-])c1ccc(C=Nc2ccc(Cl)cc2Cl)s1 | -0.6 | -2.5 | 10.0 | 7.4 | -3.3 | 2.5 | 20.9 | 5.2 | -3.7 | -1.7
34 | CSc1c(C#N)c(N)nc2sc(C(=O)c3ccccc3)c(N)c12 | 0.3 | 0.8 | -6.5 | 8.2 | -9.9 | 2.4 | 5.4 | 2.1 | 4.2 | 12.6
35 | COC(=O)CN(c1ccccc1)S(=O)(=O)c1ccc(F)cc1 | -0.4 | 10.3 | -5.8 | -10.6 | 1.5 | 2.5 | 2.1 | 1.4 | -0.9 | -8.8
36 | CC(C)CCN1CCN(Cc2ccc3nsnc3c2)CC1CCO (configuration not stated) | -3.2 | -1.2 | -1.1 | 4.8 | -0.6 | 3.2 | -3.1 | -0.8 | -2.9 | 4.6
37 | Cc1ccc(S(=O)(=O)N2CCN(C(=O)COC(=O)C3CC3C)CC2)c(C)c1 (configuration not stated) | -0.5 | 12.2 | -13.4 | 0.7 | -0.1 | -2.3 | 0.1 | 0.5 | 1.3 | 3.4
38 | COc1ccc(C(CNC(=O)COc2cccc(C(F)(F)F)c2)N2CCCC2)cc1 (configuration not stated) | -3.7 | 2.4 | 2.0 | 1.1 | 0.1 | -0.3 | 4.6 | 1.0 | 8.9 | -1.9
39 | CCOc1ncccc1C(=O)OCC(=O)Nc1ccc(C(N)=O)cc1 | 0.6 | -2.8 | 6.2 | 1.4 | -0.4 | -2.6 | -0.9 | -0.6 | -0.6 | 3.6
40 | CCOc1c(C)cnc2c1c(=O)n(Cc1ccccc1Cl)c(=O)n2C | 2.0 | 0.4 | 13.2 | -0.7 | 2.3 | -4.0 | -1.9 | -1.2 | 4.3 | 0.8
41 | Nc1ccc2cccc(O)c2c1 | 8.5 | 5.5 | 14.1 | 48.2* | -2.2 | 2.2 | 28.1 | 15.0 | 4.7 | -6.6
42 | CCC(Sc1nc2ccc(N)cc2s1)C(=O)Nc1nccs1 (configuration not stated) | -2.2 | 2.6 | -18.6 | 9.8 | -3.2 | 5.9 | -4.0 | 4.6 | -2.4 | 0.5
43 | Cc1cc(C)n2nc(SCc3ncc(-c4ccccc4)o3)nc2n1 | 0.3 | 0.4 | -7.3 | 0.5 | -1.8 | 4.1 | -3.9 | 1.6 | -3.1 | 1.1
44 | CCOC(=O)C1CCN(c2c(NCCN3CCCCC3C)c(=O)c2=O)CC1 (configuration not stated) | 0.4 | -7.6 | 7.4 | 0.6 | -2.2 | -1.6 | 5.6 | -1.1 | 1.6 | 4.8
45 | Cc1ccc(CNC(=O)CN(C(=O)C2(C)CC(=O)N=C3C=CC=CN32)c2cccc(C)c2C)cc1 (configuration not stated) | 2.3 | -3.1 | -11.1 | -2.0 | 0.6 | 0.7 | -1.3 | -4.8 | -13.5 | -1.6
46 | O=S1(=O)c2ccc(N3CCCC3)cc2Oc2ccccc2CN1Cc1cn(Cc2cccc(F)c2)nn1 | -3.0 | 7.0 | 0.3 | 7.8 | . | 1.3 | . | 13.2 | 5.0 | .
47 | COCCn1c(=O)[nH]c2cc(C(=O)NCc3cccnc3)ccc2c1=O | -3.0 | 3.7 | 8.2 | -1.2 | -1.6 | -3.4 | 4.5 | -2.4 | -2.7 | 3.6

Single records, as listed above:
Profile of Cc1ccc(CNC(=O)CN(C(=O)C2(C)CC(=O)N=C3C=CC=CN32)c2cccc(C)c2C)cc1 (configuration not stated) = LEDGF integ inh: 2.3; NR1D1 modulator: -3.1; TDP2 inh: -11.1; mABHD4 FP: -2.0; PG9 binder: 0.6; PRMT1 FP inh: 0.7; HTRA1 inh: -1.3; rCAG RNA binder: -4.8; SIAE primary: -13.5; TCR-CD3 inh: -1.6
Profile of Cc1cc(C)n2nc(SCc3ncc(-c4ccccc4)o3)nc2n1 = LEDGF integ inh: 0.3; NR1D1 modulator: 0.4; TDP2 inh: -7.3; mABHD4 FP: 0.5; PG9 binder: -1.8; PRMT1 FP inh: 4.1; HTRA1 inh: -3.9; rCAG RNA binder: 1.6; SIAE primary: -3.1; TCR-CD3 inh: 1.1

Assay outcomes as filed in PubChem.

This is a subset (hit frequency here may not be typical).
